High-throughput results from PubChem.
MPTP inh: inhibitors of mitochondrial permeability transition pore; isolated mouse mitochondria, Ca2+ swelling absorbance, 30 min; inhibition, % at 10 µM; actives 1.4% (n = 360,000); AID 602449;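 active means inhibition of 50% or more, scaled per plate between neutral and stimulator controls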;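 further: 0% = DMSO wells given calcium and 100% = 1 mM EGTA wells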
APOBEC3G inh: blocks human APOBEC3G single-stranded DNA deamination; actives 0.28% (n = 330,000); recombinant A3G, ssDNA deamination FAM/TAMRA fluorescence; inhibition, % at 20 µM; Q9HC16;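 active means inhibition of at least 40% at 20 µM, with no more than 30% in the related APOBEC3A deaminase screen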;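 further: plate controls were DMSO wells with A3G for no effect and wells lacking A3G enzyme for full effect; some compounds called inactive have numbers as strong as hits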
Target sequence (Q9HC16 whole entry, looked up): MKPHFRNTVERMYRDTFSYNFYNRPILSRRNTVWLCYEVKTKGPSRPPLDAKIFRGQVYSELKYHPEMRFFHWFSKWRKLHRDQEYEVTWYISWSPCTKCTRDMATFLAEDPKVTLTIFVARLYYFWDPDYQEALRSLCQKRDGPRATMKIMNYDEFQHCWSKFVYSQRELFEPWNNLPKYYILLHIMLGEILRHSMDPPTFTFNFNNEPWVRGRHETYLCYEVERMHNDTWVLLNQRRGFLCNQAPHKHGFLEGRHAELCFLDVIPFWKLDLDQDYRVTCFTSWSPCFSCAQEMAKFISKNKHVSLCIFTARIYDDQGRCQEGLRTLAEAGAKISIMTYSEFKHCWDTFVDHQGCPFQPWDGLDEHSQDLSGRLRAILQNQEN
hIAP activ: increases human intestinal alkaline phosphatase activity | P09923 | activation factor at 10 µM | actives 0.16% (n = 330,000) | purified human IAP, CDP-Star luminescence, 30 min; hits give high values; 1 = vehicle-only enzyme, 0 = enzyme-free background;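 active means activation factor of the enzyme at least 2-fold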; further: the source names both 10 and 20 µM as test concentration; values of inactives mirror those of a sister screen read the other way
mIAP act: mouse IAP activation; AID 2805; muIAP, CDP-Star luminescence, 30 min; hits give high values; 1 = vehicle-only enzyme signal, 0 = enzyme-free wells; actives 0.24% (n = 330,000); activation factor at 10 µM;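 active means activation factor of at least 2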; further: the source names both 10 and 20 µM as test concentration; values of inactives mirror those of a sister screen read the other way
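System: Mouse IAP enzyme | Also added: CDP-Star substrate | Dosing: Compounds dispensed in DMSO | Schedule: 30 min enzyme-substrate-compound incubation at room temperature | Technique: Chemiluminescence readout | Control set: DMSO-only wells and no-enzyme negative control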
hIAP block: human IAP inhibition | purified IAP, CDP-Star luminescence, 30 min | inhibition, % at 10 µM | actives 0.12% (n = 330,000);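 active means inhibition reaching a set limit with compound at 10 µM in the primary screen, cut at about 35% in these data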;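 further: plate controls were DMSO wells with enzyme for no effect and no-enzyme buffer wells for full effect; values of inactives mirror those of a sister screen read the other way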
mIAP block: mouse IAP inhibition; actives 0.2% (n = 330,000); AID 2806; inhibition, % at 10 µM; purified mouse IAP, CDP-Star luminescence, 30 min;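 active means inhibition of at least 40% at 10 µM in the primary screen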;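 further: plate controls were DMSO with enzyme for no effect and no enzyme wells for full effect; values of inactives mirror those of a sister screen read the other way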
ATG4B inh: ATG4B (human) cysteine protease inhibition. Q9Y4P1. ATG4B cleavage of LC3-PLA2, NBD-HPC fluorescence, 1 h. inhibition, % at 8.33 µM. actives 0.51% (n = 340,000); in the data active means inhibition above about 40%
Target sequence (Q9Y4P1 whole entry, looked up): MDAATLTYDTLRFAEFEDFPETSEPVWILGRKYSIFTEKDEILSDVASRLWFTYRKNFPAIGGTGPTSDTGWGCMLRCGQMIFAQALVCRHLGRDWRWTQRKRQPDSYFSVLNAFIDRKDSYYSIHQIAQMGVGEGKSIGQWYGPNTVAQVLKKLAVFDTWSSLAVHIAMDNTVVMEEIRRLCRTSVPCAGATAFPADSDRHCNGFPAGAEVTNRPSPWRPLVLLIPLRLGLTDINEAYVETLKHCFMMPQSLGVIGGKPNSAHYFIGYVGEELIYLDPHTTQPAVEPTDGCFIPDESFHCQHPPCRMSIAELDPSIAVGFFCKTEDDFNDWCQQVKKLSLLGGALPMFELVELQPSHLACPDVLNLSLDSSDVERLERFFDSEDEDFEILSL
MIN6 prolif: induces beta-cell replication in MIN6 cells. MIN6 cells proliferation, ATPlite luminescence, 48 h; cells starved in 0.2% serum; 100% = growth in 10% serum. actives 0.29% (n = 330,000). AID 2380. proliferation, % at 10 µM;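 active means compounds whose signal lies at least 3.5 SD above the mean of all wells on their plate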;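 further: 0% = DMSO-treated cells in low-serum medium and 100% = 10% serum control; some compounds called inactive have numbers as strong as hits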
A3A deaminase: human APOBEC3A DNA deaminase inhibition; recombinant A3A, FAM/TAMRA ssDNA deamination fluorescence; inhibition, % at 20 µM; actives 0.41% (n = 330,000); AID 493011;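 active means at least 40% inhibition at 20 µM here, with at most 30% in a related deaminase screen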;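 further: plate controls were A3A with DMSO for no effect and wells lacking A3A enzyme for full effect; some results filed as inactive read as strong as hits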
Target sequence (P31941 whole entry, looked up): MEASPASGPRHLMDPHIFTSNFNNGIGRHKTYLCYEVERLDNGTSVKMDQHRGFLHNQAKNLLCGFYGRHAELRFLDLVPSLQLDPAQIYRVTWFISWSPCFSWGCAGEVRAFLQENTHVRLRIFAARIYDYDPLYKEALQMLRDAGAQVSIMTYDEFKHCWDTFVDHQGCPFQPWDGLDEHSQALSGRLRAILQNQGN
* = called active by the depositor; & = joins results of further samples. Not all compounds are listed; the hit share may differ from the screen's.

Screening O=C(CCn1nc(-c2ccc(Cl)cc2)ccc1=O)N1CCC2(CC1)OCCO2 returned MPTP inh 0.8, APOBEC3G inh -3.1, hIAP activ 1.2, mIAP act 1.12, hIAP block -19.7, mIAP block -11.9, ATG4B inh -2.6, MIN6 prolif -2.4 and A3A deaminase 4.3.
Screening Cc1ccc(OCC(=O)N2CCN(CC3CC4C=CC3C4)CC2)cc1 (stereo not given) returned MPTP inh -1.5, APOBEC3G inh 0.9, hIAP activ 1.11, mIAP act 1.03, hIAP block -11.3, mIAP block -2.7, ATG4B inh -2.7, MIN6 prolif -1.4 and A3A deaminase -3.7.
COc1ccc(C(CNC(=O)c2ccc3c(c2)CCC3)N(C)C)cc1 (stereo not given) was read as MPTP inh 3.4, APOBEC3G inh -2.3, hIAP activ 0.857, mIAP act 0.99, hIAP block 14.3, mIAP block 1.0, ATG4B inh 0.4, MIN6 prolif 3.8 and A3A deaminase 2.4.
`CC(=O)C1(c2ccccc2)CCNCC1` gave MPTP inh -0.8, APOBEC3G inh -2.6, hIAP activ 1.06, mIAP act 1.06, hIAP block -6.0, mIAP block -6.0, ATG4B inh 5.2, MIN6 prolif -3.7 and A3A deaminase 1.7.
`CN(C)CC#CCC(O)(c1ccccc1)C1CCCC1` (stereo not given) gave MPTP inh 2.5, APOBEC3G inh -4.9, hIAP activ 1.07, mIAP act 0.948, hIAP block -7.3, mIAP block 5.2, ATG4B inh 26.0, MIN6 prolif -0.2 and A3A deaminase -0.8.
For CN(CC#CCN1CCCC1)C(=O)c1cccc(Cl)c1 the results were MPTP inh -0.6, APOBEC3G inh 10.2, hIAP activ 0.869, mIAP act 1.03, hIAP block 13.1, mIAP block -3.1, ATG4B inh -11.6, MIN6 prolif -3.2 and A3A deaminase -1.6.
`CC(C)C(=O)N1CCN(CCN=Cc2c(O)n(C)c(=O)n(C)c2=O)CC1` gave MPTP inh -2.9, APOBEC3G inh -5.9, hIAP activ 1.14, mIAP act 1.12, hIAP block -13.7, mIAP block -12.4, ATG4B inh 5.7, MIN6 prolif -1.8 and A3A deaminase 0.0.
`COc1cc(OC)c(OC)cc1CNCCc1ccc(F)cc1` gave MPTP inh 0.5, APOBEC3G inh -6.0, hIAP activ 1.1, mIAP act 1.07, hIAP block -9.9, mIAP block -6.8, ATG4B inh 2.3, MIN6 prolif 0.8 and A3A deaminase -7.1.
CCN[C@@H](C)Cc1cccc(C(F)(F)F)c1 was read as MPTP inh -1.5, APOBEC3G inh -2.0, hIAP activ 0.938, mIAP act 0.951, hIAP block 6.2, mIAP block 4.9, ATG4B inh -0.2, MIN6 prolif 0.1 and A3A deaminase -2.6.
`C[C@]12CC[C@H](O)CC1=CCC1C2CC[C@@]2(C)C1C[C@@H](O)[C@@H]2O` (stereo not given in full) gave MPTP inh 0.2, APOBEC3G inh 0.4, hIAP activ 1.1, mIAP act 1.07, hIAP block -10.5, mIAP block -7.1, ATG4B inh -13.1, MIN6 prolif -2.9 and A3A deaminase 8.9.
For c1ccc2c(NC3=NCCS3)cccc2c1 the results were MPTP inh 0.5, APOBEC3G inh 0.9, hIAP activ 0.932, mIAP act 0.937, hIAP block 6.8, mIAP block 6.3, ATG4B inh -9.0, MIN6 prolif -1.8 and A3A deaminase 2.8.
`Cc1ccsc1C(=O)C1CCCN(Cc2c(C)nn(C(C)C)c2C)C1` (stereo not given) gave MPTP inh -1.0, APOBEC3G inh -2.0, hIAP activ 0.838, mIAP act 1.09, hIAP block 16.2, mIAP block -8.8, ATG4B inh 2.2, MIN6 prolif -4.0 and A3A deaminase 5.7.
CC(c1ccccc1)n1cncc1C(=O)N1CCCC1=O (stereo not given) was read as MPTP inh 0.3, APOBEC3G inh -2.4, hIAP activ 1.14, mIAP act 1, hIAP block -13.7, mIAP block -0.3, ATG4B inh -5.3, MIN6 prolif -2.1 and A3A deaminase -0.4.
O=c1[nH]c(=O)n(CCC2=CCCCC2)c(O)c1C=Nc1cccc(F)c1 was read as MPTP inh 1.9, APOBEC3G inh -4.0, hIAP activ 0.802, mIAP act 0.97, hIAP block 19.8, mIAP block 3.0, ATG4B inh -1.6, MIN6 prolif -1.9 and A3A deaminase -3.1.
For CCCCSP1(=S)NCCCO1 (stereo not given) the results were MPTP inh -1.2, APOBEC3G inh 5.4, hIAP activ 1.03, mIAP act 1.07, hIAP block -3.0, mIAP block -7.3, ATG4B inh -4.7, MIN6 prolif -0.1 and A3A deaminase 2.8.

Looked up one by one from above (3):
`CC(=O)C1(c2ccccc2)CCNCC1` gave MPTP inh -0.8, APOBEC3G inh -2.6, hIAP activ 1.06, mIAP act 1.06, hIAP block -6.0, mIAP block -6.0, ATG4B inh 5.2, MIN6 prolif -3.7 and A3A deaminase 1.7.
Screening O=C(CCn1nc(-c2ccc(Cl)cc2)ccc1=O)N1CCC2(CC1)OCCO2 returned MPTP inh 0.8, APOBEC3G inh -3.1, hIAP activ 1.2, mIAP act 1.12, hIAP block -19.7, mIAP block -11.9, ATG4B inh -2.6, MIN6 prolif -2.4 and A3A deaminase 4.3.
`COc1cc(OC)c(OC)cc1CNCCc1ccc(F)cc1` gave MPTP inh 0.5, APOBEC3G inh -6.0, hIAP activ 1.1, mIAP act 1.07, hIAP block -9.9, mIAP block -6.8, ATG4B inh 2.3, MIN6 prolif 0.8 and A3A deaminase -7.1.

New compounds follow
For Cc1ccccc1-n1c(O)c(/C=N/c2nccs2)c(=O)[nH]c1=O the results were MPTP inh 0.5&18.0, APOBEC3G inh 0.3&-4.0, hIAP activ 1.02&0.911, mIAP act 0.954&1, hIAP block -2.0&8.9, mIAP block 4.6&-0.1, ATG4B inh -5.7&-5.4, MIN6 prolif -2.9&0.6 and A3A deaminase 0.2&-1.7.
For CC(=O)c1cn(Cc2ccccc2C#N)c2ccccc12 the results were MPTP inh 77.3*, APOBEC3G inh -3.6, hIAP activ 0.945, mIAP act 1.03, hIAP block 5.5, mIAP block -3.1, ATG4B inh -11.6, MIN6 prolif -5.8 and A3A deaminase 1.2.
Screening COc1ccc2nc(NC3=NCCN3)sc2c1 returned MPTP inh -0.7, APOBEC3G inh -6.1, hIAP activ 0.99, mIAP act 0.971, hIAP block 1.0, mIAP block 2.9, ATG4B inh -9.7, MIN6 prolif 0.0 and A3A deaminase -0.8.
Screening COc1ccc2[nH]c3c(c2c1)CCNC3C (stereo not given) returned MPTP inh -0.3, APOBEC3G inh 11.5, hIAP activ 1.16, mIAP act 1.03, hIAP block -16.3, mIAP block -3.5, ATG4B inh 2.0, MIN6 prolif -0.6 and A3A deaminase -6.1.
`O=c1[nH]c(=O)n(Cc2ccc(F)cc2)c(O)c1C=NCCCN1CCOCC1` gave MPTP inh -4.6, APOBEC3G inh 0.2, hIAP activ 0.862, mIAP act 1.05, hIAP block 13.8, mIAP block -5.5, ATG4B inh 0.1, MIN6 prolif -0.3 and A3A deaminase 3.1.
`CC12CN3CC(C)(CN(C1)C3c1cccnc1)C2=O` (stereo not given) gave MPTP inh 0.5, APOBEC3G inh -3.3, hIAP activ 1.14, mIAP act 1.05, hIAP block -14.0, mIAP block -5.5, ATG4B inh -13.7, MIN6 prolif -0.4 and A3A deaminase -0.3.
`O=C(Cc1ccccc1)Oc1cccc(N2C(=O)CCC2=O)c1` gave MPTP inh 8.3, APOBEC3G inh -6.5, hIAP activ 1.26, mIAP act 0.952, hIAP block -25.8, mIAP block 4.8, ATG4B inh -4.6, MIN6 prolif -0.2 and A3A deaminase -1.8.
Cc1cccc(CS(=O)(=O)Cc2ccc(C(=O)N3CCC4(CC3)OCCO4)o2)c1 was read as MPTP inh 3.8, APOBEC3G inh -5.5, hIAP activ 0.957, mIAP act 0.954, hIAP block 4.3, mIAP block 4.6, ATG4B inh -0.5, MIN6 prolif -1.3 and A3A deaminase -1.6.
Screening c1ccc2c(N3CCNCC3)nsc2c1 returned MPTP inh 13.5, APOBEC3G inh -2.2, hIAP activ 0.916, mIAP act 0.921, hIAP block 8.4, mIAP block 7.9, ATG4B inh 1.1, MIN6 prolif -4.9 and A3A deaminase 3.0.
For O=c1[nH]c(=S)[nH]c(O)c1CN1CCCCC1 the results were MPTP inh 0.5, APOBEC3G inh -6.5, hIAP activ 0.929, mIAP act 0.971, hIAP block 7.1, mIAP block 2.9, ATG4B inh 7.8, MIN6 prolif 0.0 and A3A deaminase -3.3.
CCOC(=O)C1=C(N)Oc2cc(C)oc(=O)c2C12C(=O)N1c3c(cc(OC)cc32)C(C)=CC1(C)C (stereo not given) was read as MPTP inh -1.0, APOBEC3G inh 0.6, hIAP activ 1.08, mIAP act 0.941, hIAP block -7.8, mIAP block 5.9, ATG4B inh -16.2, MIN6 prolif -2.9 and A3A deaminase 3.2.
For Cc1ccc(C(C)C)c(OCC#CCN2CCCC2)c1 the results were MPTP inh 2.0, APOBEC3G inh -5.0, hIAP activ 0.931, mIAP act 0.975, hIAP block 6.9, mIAP block 2.5, ATG4B inh 7.2, MIN6 prolif -2.0 and A3A deaminase 1.0.
`CCCCn1c(O)c(C(C)=NCCCn2ccnc2)c(=O)[nH]c1=O` gave MPTP inh 2.7, APOBEC3G inh -1.9, hIAP activ 1.02, mIAP act 1.03, hIAP block -2.5, mIAP block -2.9, ATG4B inh 3.7, MIN6 prolif -2.6 and A3A deaminase -0.5.
Screening O=C1CN=C(c2ccc[nH]2)c2cc(Cl)ccc2N1 returned MPTP inh 0.5, APOBEC3G inh 0.1, hIAP activ 1.25, mIAP act 1.03, hIAP block -24.5, mIAP block -2.6, ATG4B inh -10.3, MIN6 prolif -5.0 and A3A deaminase -1.9.
`Cc1ccc(C[n+]2c(-c3ccc(C)cc3)cc(-c3ccc(C)cc3)cc2-c2ccc(C)cc2)cc1` gave MPTP inh 92.7*, APOBEC3G inh -14.7, hIAP activ 1.13, mIAP act 0.909, hIAP block -12.7, mIAP block 9.1, ATG4B inh -6.4, MIN6 prolif -7.0 and A3A deaminase -2.0.
`O=C(COc1ccc(Cl)cc1Cl)N1CCN(C/C=C/c2ccccc2)CC1` gave MPTP inh 0.2, APOBEC3G inh -6.9, hIAP activ 1.09, mIAP act 0.974, hIAP block -9.0, mIAP block 2.6, ATG4B inh -6.3, MIN6 prolif -3.3 and A3A deaminase -3.8.
`Cc1cc(/C=C2/C(=O)NC(=O)N(c3ccc(Br)cc3)C2=O)c(C)n1C` gave MPTP inh 2.1, APOBEC3G inh 3.6, hIAP activ 0.935, mIAP act 1.03, hIAP block 6.5, mIAP block -3.3, ATG4B inh -2.4, MIN6 prolif -1.3 and A3A deaminase -6.1.
